PostGolgi yeast: growth inhibition of a yeast mutant, post-Golgi transport screen; post-Golgi transport phenotypic cell assay; inhibition, % at 10 µM; 0.9% of 98,000 active; AID 739;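 further: yeast cells grown in 1536-well plates; yeast grown about 18 h at 30C before absorbance read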
CYP2C9 activ: CYP2C9 (human) activation | P11712 | recombinant CYP2C9, luciferin-H conversion, luminescence; stronger effect = higher value; factor 1 = untreated enzyme, 0 = blocked | activation factor at 5 µM | 1.4% of 96,000 active | AID 1024;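 active means activation factor of 2 or more for CYP2C9 at a 5 µM dose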;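 further: 0 = sulfaphenazole-blocked wells and 1 = vehicle-only wells; values of inactives mirror those of a sister screen read the other way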
Target sequence (P11712 whole entry, looked up): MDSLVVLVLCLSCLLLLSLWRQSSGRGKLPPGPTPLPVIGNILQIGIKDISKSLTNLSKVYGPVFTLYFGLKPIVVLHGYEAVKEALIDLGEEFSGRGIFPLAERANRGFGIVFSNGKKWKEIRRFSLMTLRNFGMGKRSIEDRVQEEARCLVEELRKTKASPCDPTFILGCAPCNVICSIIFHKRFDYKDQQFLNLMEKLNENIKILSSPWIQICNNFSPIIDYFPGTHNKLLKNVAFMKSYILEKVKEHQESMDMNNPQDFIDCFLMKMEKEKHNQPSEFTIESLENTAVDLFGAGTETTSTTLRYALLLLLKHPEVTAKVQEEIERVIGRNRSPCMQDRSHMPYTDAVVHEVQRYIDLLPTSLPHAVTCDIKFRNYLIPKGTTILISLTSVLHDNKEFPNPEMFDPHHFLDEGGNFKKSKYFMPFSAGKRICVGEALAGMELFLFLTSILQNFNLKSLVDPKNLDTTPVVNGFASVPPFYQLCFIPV
PTPN22 inh 2: blocks human PTPN22 phosphatase activity; Q9Y2R2; recombinant LYP catalytic domain, DiFMUP fluorescence; inhibition, % at 2 µM; 0.21% of 96,000 active; AID 640;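 active means inhibition at 2 µM at or above a set limit, the screen mean plus 3 SD, cut at about 24% in these data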;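 further: 0% = DMSO with enzyme and 100% = enzyme fully blocked by orthovanadate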
CYP2C9 inh: blocks human cytochrome P450 2C9 | 20% of 96,000 active | P11712 | CYP2C9 Supersomes, luciferin-H conversion, luminescence | inhibition, % at 5 µM;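 active means blocking of liver enzyme CYP2C9 beyond about 50% at 5 µM, limit read from the data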; further: values of inactives mirror those of a sister screen read the other way
PostGolgi ctrl: yeast control strain growth, post-Golgi counter-screen; efflux-deficient yeast background strain, growth absorbance A615, 16 h; inhibition, % at 10 µM; 5% of 98,000 active; AID 738
E coli WT exp: growth inhibitors of E. coli BW25113 wild type; OD600 absorbance; growth inhibition, % at 100 µM; 0.15% of 98,000 active;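 active means growth inhibition above about 50% at one test dose, limit read from the data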;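 further: growth measured after 20 h incubation at 37 °C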
PTPN22 act: LYP (human) phosphatase activation; AID 697; Q9Y2R2; 0.11% of 96,000 active; activation, % at 2 µM; recombinant LYP, DiFMUP fluorescence; 0 = plate median, 100 = signal doubled;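 active means activation at 2 µM above a set limit, the mean plus 5 SD, cut at about 37% in these data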
hDAT+cocaine: human DAT dopamine uptake with cocaine, either direction; Q01959; LLC-PK1 hDAT cells, [14C]-dopamine uptake with cocaine IC80; actives deviate in either direction; B-score at 10 µM; 1.3% of 110,000 active; AID 449768;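 active means Z score or B-score, a plate-position-corrected score, falls beyond the plate's 99.7% confidence bounds, in either direction; inactive means both scores lie inside the 99.7% bounds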;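 further: scored against the spread of the other compound wells on the same plate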
Target sequence (Q01959 whole entry, looked up): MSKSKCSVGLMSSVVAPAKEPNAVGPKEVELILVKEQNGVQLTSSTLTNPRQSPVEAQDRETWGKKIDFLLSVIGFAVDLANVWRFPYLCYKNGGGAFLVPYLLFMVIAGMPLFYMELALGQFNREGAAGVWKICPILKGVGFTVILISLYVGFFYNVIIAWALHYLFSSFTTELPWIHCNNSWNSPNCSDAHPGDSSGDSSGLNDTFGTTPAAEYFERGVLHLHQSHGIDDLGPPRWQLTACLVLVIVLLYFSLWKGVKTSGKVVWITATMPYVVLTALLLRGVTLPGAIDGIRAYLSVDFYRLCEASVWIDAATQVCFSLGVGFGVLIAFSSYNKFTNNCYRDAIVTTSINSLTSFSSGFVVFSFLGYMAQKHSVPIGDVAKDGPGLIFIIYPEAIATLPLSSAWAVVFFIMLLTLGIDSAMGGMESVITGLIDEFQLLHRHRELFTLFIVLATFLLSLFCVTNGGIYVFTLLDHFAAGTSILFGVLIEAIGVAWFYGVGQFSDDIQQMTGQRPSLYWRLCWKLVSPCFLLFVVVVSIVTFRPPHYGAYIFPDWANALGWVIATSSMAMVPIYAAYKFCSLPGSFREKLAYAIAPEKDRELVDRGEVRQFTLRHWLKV
PTK2B oligo ant: antagonists of human Pyk2 oligomerization; Q293 cells, Pyk2 FERM NanoBiT luminescence; stronger effect = lower value; 0.83% of 99,000 active; z-score (the deposit names both 25 µM and 10 µM);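 active means Z-score of -3 or lower, scaled per plate to the spread of control and sample wells; inactive means z-score above -3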;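 further: negative z-score means lost luminescence so less FERM oligomerization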
Numbers without * were called inactive; . = not tested or not shown. Unless noted, no stated cut-off is given here; in the data, active means inhibition above about 30%; inactive means the rest.

SMILES | PostGolgi yeast | CYP2C9 activ | PTPN22 inh 2 | CYP2C9 inh | PostGolgi ctrl | E coli WT exp | PTPN22 act | hDAT+cocaine | PTK2B oligo ant
COc1ccc(OC)c(NC(=O)CCN2CC(C)OC(C)C2)c1 (centres undefined) | 27 | 1.4 | -32 | -36 | 9 | 2 | 27 | 0.91 | -0.1
CCOC(=O)c1c(C)nc2sccn12 | -12 | 1.1 | . | -15 | 1 | -2 | . | -0.051 | 1.7
Cn1c(N2CCC(C(N)=O)CC2)nc2c1c(=O)n(Cc1cccc(Br)c1)c(=O)n2C | -9 | 0.9 | -3 | 10 | 5 | -1 | 1 | 2.4 | 1.1
COc1ccc2c(C)cc(=O)oc2c1C | 0 | 2.3* | 1 | -126 | 2 | 3 | -2 | -1.3 | -0.5
Cc1cccc2cc(CN(Cc3cccnc3)C(=O)c3ccccc3F)c(Cl)nc12 | 1 | 0.4 | 6 | 55* | 17 | -8 | -4 | 1.7 | -2.8
CC1=C(C(=O)OCc2ccccc2)C(c2cccnc2)n2ncnc2N1 (centres undefined) | -4 | 0.9 | 1 | 13 | 20 | -5 | -2 | -1.2 | 1.3
CCOC(=O)c1ccc(NC2c3ncccc3C(=O)N2Cc2ccc(F)cc2)cc1 (centres undefined) | -1 | 0.3 | -9 | 70* | 29 | 8 | 7 | 1.1 | -1.8
Cc1cccc(Nc2ccccc2C(=O)OCC(=O)NCc2ccco2)c1C | 2 | 0.7 | 17 | 34 | 17 | -4 | -13 | -0.65 | -0.67
Cc1ccc(N2C(=O)C3ON(c4ccccc4)C(c4ccncc4)C3C2=O)cc1 (centres undefined) | 5 | 0 | -2 | 97* | -8 | 2 | 1 | 1.9 | 0.32
CCCn1c(SCC(=O)Nc2ccccc2CC)nnc1C(C)C | 1 | 1.1 | -10 | -5 | 7 | 1 | 8 | -0.13 | 0.72
O=c1c2ccccc2oc2nc3ccn(Cc4ccncc4)c(=O)c3cc12 | 3 | 0.4 | 13 | 59* | 3 | 2 | -10 | 0.64 | .
Cc1ccc(-c2cc(C(=O)n3cnc4ccccc43)c3ccccc3n2)cc1C | -6 | 0.1 | -1 | 88* | 25 | -17 | 3 | 0.039 | 0.07
C/C=C/COc1nc2c(c(=O)n(C)c(=O)n2C)n1C | 5 | . | 1 | . | 6 | 2 | 4 | 0.32 | 0.03
O=C(c1ccc(F)cc1)C1CCN(C(=O)NC2CCCCC2)CC1 | 1 | 0.8 | 1 | 24 | 0 | 2 | -3 | 0.39 | 0.55
O=C(Nc1ccc(Cl)cn1)c1ccc2ccccc2n1 | -1 | 0.9 | 6 | 14 | 9 | -10 | -9 | 0.064 | -0.41
O=C(NCCOC(=O)c1cccs1)c1cccnc1 | 21 | 0.7 | -7 | 33 | -1 | 1 | 7 | -0.46 | -0.04
CC(=O)c1c(C)nc(C)nc1NC(=O)Cc1ccccc1 | 1 | . | -3 | . | 14 | -1 | 7 | -0.22 | 0.04
CCS(=O)(=O)N1CCN(C(=O)CCC2CCCC2)CC1 | 1 | . | -5 | . | 4 | 5 | 0 | -1.2 | 0.1
COc1ccccc1CNC(=O)C1COc2ccccc2O1 (centres undefined) | 4 | 1.2 | 2 | -19 | 7 | 15 | -4 | . | -0.26
Cc1ccc(C(=O)c2cc3c(cc2N)OCCO3)cc1 | 0 | 0.3 | . | 68* | 16 | 6 | . | -0.85 | .
c1ccc2[nH]c(-c3nc4ccccc4[nH]3)nc2c1 | 30* | 0.8 | -1 | 16 | 13 | -3 | -1 | 0.013 | -0.78
CC(Cc1c[nH]c2ccccc12)NC(=O)C1CCCNC1=O (centres undefined) | -5 | 1.2 | 0 | -21 | -8 | -12 | 0 | -0.0092 | 1.1
O=C(C1CCCCN1S(=O)(=O)c1ccccc1)N1CCN(C(c2ccccc2)c2ccccc2)CC1 (centres undefined) | 1 | 0.6 | 12 | 39 | 7 | -8 | -9 | 0.16 | -2.6
CCOC(=O)N1CCC(NC(=O)CCN2C(=O)COc3ccccc32)CC1 | 0 | 1.2 | -1 | -23 | 3 | -6 | 6 | -0.012 | -0.05
COc1ccc2[nH]c(=O)c(C(c3nnnn3CC3CCCO3)N3CCc4ccccc4C3)cc2c1 (centres undefined) | -19 | 0.8 | -28 | 23 | 38* | -1 | 25 | 0.54 | 0.93
CCCc1nnc(SCc2ccc(OCC)cc2)n1N | 0 | 0.8 | . | 23 | 11 | 5 | . | . | 0.65
O=C(CCN1C(=O)C2C3C=CC(C3)C2C1=O)Nc1ccccn1 (centres undefined) | -9 | 1.3 | 0 | -26 | 9 | -7 | -1 | -0.078 | 0.58
CCC1S/C(=N\S(=O)(=O)c2cccs2)N(C2CCCCC2)C1=O (centres undefined) | 2 | 0.4 | 2 | 57* | 5 | -17 | -2 | -0.48 | -0.77
CN1/C(=C/C2CC(=O)N(c3ccc([N+](=O)[O-])cc3)C2=O)C(C)(C)c2ccccc21 (centres undefined) | 2 | 0.8 | 0 | 19 | 8 | 5 | -1 | 2.9* | 0.2
CCOC(=O)c1cc2sccc2n1CC(=O)Nc1ccc(OC)cc1 | -3 | 0.9 | 0 | 12 | 10 | -6 | 2 | -0.5 | -2.5
COc1ccc(-c2nn3cnnc3s2)cc1OC | 1 | 0.9 | -7 | 13 | -1 | 8 | 5 | -0.78 | 0.7
O=C(CN1C(=O)COc2ccccc21)NCCCN1CCc2ccccc2C1 | -3 | 1 | 6 | 3 | -5 | 7 | -8 | 0.17 | -0.51
CCCCOc1ccc(C(=O)NC)cc1 | -8 | 0.9 | -3 | 12 | -4 | 2 | 2 | 0.92 | 0.12
S=c1[nH]nc(CSCc2ccccc2Cl)n1-c1ccccc1 | 0 | 0.2 | 14 | 76* | -1 | 19 | -14 | 0.74 | 0.01
O=C(NCc1ccccc1)N(Cc1nc2ccccc2c(=O)[nH]1)C1CCCC1 | 4 | 0.5 | -8 | 53* | 6 | -1 | 5 | 1.8 | 0.54
c1ccc2c(-c3nnc(SCc4cn5ccccc5n4)o3)c[nH]c2c1 | -3 | 0.4 | -7 | 61* | 8 | 6 | 6 | 1 | -0.42
CCc1nc(SCC(=O)Nc2c(C)nn(C)c2C)c2cnn(-c3ccccc3)c2n1 | -7 | 0.8 | 7 | 19 | 4 | -3 | -5 | . | .
O=c1oc2ccc3ccccc3c2cc1-c1nc2ccccc2o1 | . | . | 11 | . | . | . | -14 | 0.15 | 0.97
Fc1cccc(CO/N=C/c2c(-c3ccccc3)nc3ccc(Cl)cn23)c1 | 3 | 0.9 | 10 | 9 | 1 | -15 | -6 | 0.031 | -0.08
Cc1ccc(C)c(S(=O)(=O)c2c(N)n(/N=C/c3ccco3)c3nc4ccccc4nc23)c1 | 6 | 0.1 | 12 | 86* | 19 | -11 | -12 | 0.14 | -2.5
c1ccc2c(c1)CC(N1CCCCC1)c1ccccc1N2 (centres undefined) | -10 | 0.9 | . | 6 | -5 | 4 | . | -1 | 1.4
Cc1nc(N2CCOCC2)c2cc(-c3ccccc3)sc2n1 | 4 | 0.6 | . | 44 | -1 | 6 | . | 2.6 | -1.4
CCCCS(=O)(=O)NC1=NCN(CCOC(=O)c2ccccc2)CN1 | . | . | 2 | . | . | . | -4 | -0.25 | 0.83
CC(C)C(=O)N1CCN(c2ccc(NC(=O)c3ccc(Br)o3)cc2)CC1 | -1 | 0.8 | 12 | 20 | -21 | -5 | -11 | -0.99 | 0.57
CCn1ncc(Cl)c1C(=O)Nc1cc(Cl)ccc1Cl | -19 | 1.5 | 6 | -53 | 3 | 1 | -6 | -0.33 | 0.83
COC(=O)c1scc(C)c1NC(=O)Nc1ccccc1 | 6 | 1 | 2 | 1 | 3 | -1 | 2 | -0.19 | 0.52
CN1CCCC(OC(=O)CCCCC(=O)OC2CCCN(C)C2)C1 (centres undefined) | -2 | 1 | 10 | -2 | -1 | 7 | -10 | -1 | 0.48
CCS(=O)(=O)N1Cc2ccccc2CC1C(=O)Nc1nc2ccccc2[nH]1 (centres undefined) | -7 | 0.7 | . | 33 | 1 | 2 | . | 0.086 | -0.35
O=C(c1ccccc1)c1nn(-c2ccccc2)c(=O)cc1C(F)(F)F | -4 | 0.7 | -3 | 30 | 9 | 9 | 5 | -0.65 | -0.8
O=C(CCCn1c(=O)c2sccc2n(Cc2ccc(F)cc2)c1=O)NCc1ccco1 | 0 | 0.3 | 5 | 69* | 12 | -10 | -1 | 0.094 | -0.8

Other compounds.
SMILES | PostGolgi yeast | CYP2C9 activ | PTPN22 inh 2 | CYP2C9 inh | PostGolgi ctrl | E coli WT exp | PTPN22 act | hDAT+cocaine | PTK2B oligo ant
Cc1cc(C)c2cc(C#N)c(N3CCCC3)nc2c1 | -1 | 1 | 0 | 1 | 13 | -7 | -1 | -0.42 | -0.37
O=C1CC(c2ccco2)CC2=C1C1c3ccccc3C(=O)N1c1ccccc1N2 (centres undefined) | 3 | 1 | -4 | 3 | 22 | -1 | 4 | -0.55 | -1.1
O=C(CCSc1nc(-c2ccco2)cc(C(F)(F)F)n1)Nc1ccc2c(c1)OCO2 | 0 | 0.4 | -12 | 60* | 21 | -2 | 9 | -0.4 | 0.24
Cc1nn(-c2ccccc2)c(C)c1C(=O)OCC(=O)NC(=O)NC1CCCC1 | -1 | 0.5 | -1 | 47 | 6 | 8 | 4 | 1.5 | -3.4*
CC1CN(c2ncnc3c2oc2ccccc23)CC(C)O1 (centres undefined) | -4 | 0.9 | -2 | 13 | 15 | -1 | 0 | -0.18 | 0.75
CS(=O)(=O)N1CCN(C(=O)C2c3ccccc3Oc3ccccc32)CC1 | -1 | 0.5 | -2 | 50* | 13 | 1 | -1 | 0.026 | -0.04
NC(=O)c1oc2ccc(Cl)cc2c1NC(=O)CN1CCOCC1 | -1 | 0.8 | 8 | 16 | -2 | -1 | -2 | 1 | 0.5
CCNC(=O)CCCOc1ccc(Cl)cc1Cl | -2 | 0.6 | -4 | 38 | 36* | -1 | 1 | 0.27 | 0.36
CCOc1ccccc1N1CCN(S(=O)(=O)c2ccc(Cl)s2)CC1 | -4 | 0.5 | -15 | 46 | 25 | -21 | 19 | -1.1 | -1.8
Cc1ccc(OCC2Cn3c(nc4c3c(=O)[nH]c(=O)n4C)O2)cc1 (centres undefined) | -3 | 1.2 | 0 | -24 | 3 | -11 | 4 | -1.3 | 1.1

Arranged by the number under PTPN22 act (largest number first): 3 of the compounds above.
SMILES	CYP2C9 activ	PTPN22 inh 2	CYP2C9 inh	PTPN22 act	hDAT+cocaine	PTK2B oligo ant
CCOc1ccccc1N1CCN(S(=O)(=O)c2ccc(Cl)s2)CC1	0.5	-15	46	19	-1.1	-1.8
COc1ccc(-c2nn3cnnc3s2)cc1OC	0.9	-7	13	5	-0.78	0.7
CCCCS(=O)(=O)NC1=NCN(CCOC(=O)c2ccccc2)CN1	.	2	.	-4	-0.25	0.83

More entries
SMILES | PostGolgi yeast | CYP2C9 activ | PTPN22 inh 2 | CYP2C9 inh | PostGolgi ctrl | E coli WT exp | PTPN22 act | hDAT+cocaine | PTK2B oligo ant
Cc1ccc(Cn2nnnc2CN2CCC(NC(=O)c3ccc(Br)cc3)CC2)cc1 | . | . | -5 | . | . | . | 7 | 0.15 | -0.85
CCOC(=O)C(NC(=O)c1ccccc1)(N1CCOCC1)C(F)(F)F (centres undefined) | -5 | 1.1 | 5 | -5 | -2 | -5 | -6 | -0.23 | -0.01
CC(C)C(NC(=O)c1ccccc1)C(=O)NCc1ccccn1 (centres undefined) | -2 | 1.2 | -12 | -21 | 11 | 1 | 8 | -0.93 | 0.21
O=C(NCc1cccnc1)c1cc(-c2cccs2)on1 | -6 | 0.8 | -8 | 20 | 13 | 4 | 5 | . | -0.34
Cc1cc(N/C=C/C(=O)c2ccc(Br)cc2)no1 | . | . | 13 | . | . | . | -12 | 0.74 | 0.09
CC(C)CCNc1nc2c(c(=O)n(Cc3cccc(F)c3)c(=O)n2C)n1C | 0 | 0.2 | -7 | 85* | 41* | 9 | 4 | 2.7 | -1.5
Cn1c(SCc2ccccc2)nnc1-c1cccs1 | -1 | 1.1 | -2 | -8 | 7 | 2 | 2 | 0.24 | 0.52
